Bioassay records: PubChem, National Center for Advancing Translational Sciences (NCATS)
Abeta rescue – compounds reversing amyloid beta toxicity in yeast. yeast expressing A-beta42, growth rescue, OD600, 48 h; response scale: 0% DMSO, 100% iron-clioquinol control. Potency, µM (highest dose often 46.1 µM), for the others: top-dose growth rescue, actives largely listed as activators. 410,000 compounds, 0.063% hits. AID 1347071; further: potency means the concentration at half of the fitted maximal effect; nearly all actives have a fitted effect of over 55% in size
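Growth rescue measured by 600 nm absorbance after 48 h yeast culture at 30 C with compound. Values normalized between DMSO and an equimolar ferric chloride plus clioquinol control.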
IL2 activator – IL-2 activation | activation, % (series mostly up to about 46 µM) | AID 652025 | 360,000 compounds, 0.065% hits | IL-2 activation reporter assay, cell-based qHTS; stimulated with anti-CD3/CD4/CD28 beads; in transgenic mouse T cells; in the data active means activation above about 50%; inconclusive means mostly about 30% to 49%; further: 0% is about no effect
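Screening format: compound pinned onto unstimulated transgenic mouse T cells, 60 min incubation, then anti-CD3/anti-CD4/anti-CD28 bead stimulation for 18 hours at 37 degrees C, followed by EGFP and DsRed detection.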
EPAC1 ag – EPAC1 (human) agonism; 360,000 compounds, 0.073% hits; EPAC1 agonist qHTS, biochemical assay; response scale: 100% = response to 6.5 mM cAMP; Potency, µM (doses to about 154 µM), inactives show at the top dose activation, most hits filed as activators; further: potency means the concentration at half of the fitted maximal effect; nearly all actives have a fitted effect of over 60% in size
Target sequence (O95398 whole entry, looked up): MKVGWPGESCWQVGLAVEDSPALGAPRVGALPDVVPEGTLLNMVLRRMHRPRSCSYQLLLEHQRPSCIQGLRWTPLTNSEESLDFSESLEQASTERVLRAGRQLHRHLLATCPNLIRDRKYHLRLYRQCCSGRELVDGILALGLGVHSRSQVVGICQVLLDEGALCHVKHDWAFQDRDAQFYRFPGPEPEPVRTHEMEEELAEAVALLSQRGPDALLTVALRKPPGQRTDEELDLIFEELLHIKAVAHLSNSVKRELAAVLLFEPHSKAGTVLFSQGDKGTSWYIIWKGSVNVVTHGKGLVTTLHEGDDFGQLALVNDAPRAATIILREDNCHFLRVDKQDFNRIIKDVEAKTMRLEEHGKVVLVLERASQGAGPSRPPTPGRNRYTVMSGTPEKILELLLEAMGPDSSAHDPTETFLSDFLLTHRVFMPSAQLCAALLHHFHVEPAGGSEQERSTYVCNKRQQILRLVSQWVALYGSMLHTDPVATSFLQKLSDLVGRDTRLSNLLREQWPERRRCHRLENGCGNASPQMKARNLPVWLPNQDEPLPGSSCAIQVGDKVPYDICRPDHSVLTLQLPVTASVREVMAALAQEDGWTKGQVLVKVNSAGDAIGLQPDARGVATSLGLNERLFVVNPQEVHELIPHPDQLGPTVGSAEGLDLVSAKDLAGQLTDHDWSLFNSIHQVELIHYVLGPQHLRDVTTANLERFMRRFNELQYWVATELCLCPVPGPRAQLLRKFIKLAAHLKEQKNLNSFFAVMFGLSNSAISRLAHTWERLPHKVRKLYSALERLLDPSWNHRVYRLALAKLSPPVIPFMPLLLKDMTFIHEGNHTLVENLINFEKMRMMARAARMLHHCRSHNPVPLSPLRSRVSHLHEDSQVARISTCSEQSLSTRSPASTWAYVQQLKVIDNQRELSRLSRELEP
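Normalized to 6.5 mM cAMP, activity reflects EPAC1-catalysed release of BODIPY-GDP from Rap1B, followed kinetically over 30 min at 480 nm excitation, 540 nm emission. Reaction contained 100 nM EPAC1, 250 nM Rap1B-BODIPY-GDP, 50 uM GDP.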
PLK1 PBD block – blocks phosphopeptide binding to human PLK1 polo-box domain. Plk1 PBD binding of FITC phosphopeptide, fluorescence polarization. 360,000 compounds, 2.8% hits. Potency, µM, for inactives: max response, negative = inhibition, actives largely listed as inhibitors. P53350; further: potency means the concentration at half of the fitted maximal effect; series mostly up to about 57 µM; on the % scale 0 is the no-effect control and ±100 the full control effect; nearly all actives have a fitted effect of over 65% in size
FUS yeast rescue – rescues growth of FUS-expressing yeast. S. cerevisiae FUS-expressing, growth rescue, OD600, 24 h. Potency, µM (doses to about 76.6 µM), for inactives: at the top dose growth rescue (activation), hits mostly activators. 390,000 compounds, 0.24% hits. AID 1347120;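 further: potency means the concentration at half of the fitted maximal effect; plate controls were DMSO vehicle for no effect and reference control for full effect; nearly all actives have a fitted effect of over 55% in size; some results filed as inactive show a strong effect at the top dose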
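S. cerevisiae expressing FUS from galactose induction served as the toxicity model. Growth after 24hr at 30C, read as absorbance at 600 nm, indicates suppression of toxicity; compounds dosed at several concentrations.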
PI5P4K alpha inh – PI5P4K alpha (human) kinase inhibition | P48426 | PI5P4Kalpha enzyme, ADP-Glo luminescence, 60 min; active compounds read low | max response, % | 330,000 compounds, 1.2% hits; active means max response of -50% or lower; inconclusive means between -30% and -50%; inactive means -30% or higher; further: value at the top dose of about 77 µM; on the % scale 0 is the no-effect control and ±100 the full control effect
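qHTS, 1536-well: enzyme/substrate mix, compound by pin tool, 5 microM ATP final; RT 60 min; ADP-Glo reagents 1 (45 min) then 2 (30 min); luminescence.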
WRN helicase inh – blocks human WRN helicase; Q14191; WRN helicase unwinding, fluorescent forked duplex, kinetic; 360,000 compounds, 0.46% hits; Potency, µM (series often up to 114 µM), for the others: at the highest dose activity change, negative = inhibition, most hits filed as inhibitors; further: potency means the concentration at half of the fitted maximal effect; on the % scale 0 is the no-effect control and ±100 the full control effect; nearly all actives have a fitted effect of over 55% in size
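Enzyme (20 nM final) and test compound sit together 15 min at room temperature before substrate addition. Substrate is a single-forked duplex oligonucleotide (100 nM) labelled with fluorophore and quencher, with 2 mM ATP; helicase unwinding raises red fluorescence, read kinetically.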
EPAC1 antag – antagonists of human EPAC1; 360,000 compounds, 0.14% hits; O95398; EPAC1 GEF assay, Rap1b-BODIPY-GDP exchange fluorescence; Potency, µM (top dose mostly 115 µM), inactives show top-dose activity change, negative = inhibition, actives largely listed as inhibitors;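 further: potency means the concentration at half of the fitted maximal effect; plate controls were vehicle for no effect and positive control for full effect; nearly all actives have a fitted effect of over 50% in size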
aSyn rescue – rescues yeast growth from alpha-synuclein toxicity; Yeast expressing alpha-synuclein, growth rescue, BacTiter-Glo, 24 h; Potency, µM (titrated, usually from 46.1 µM), without a hit: top-dose growth rescue (activation), most hits filed as activators; 370,000 compounds, 0.14% hits; AID 652106; further: potency means the concentration at half of the fitted maximal effect; % of control where 0% means no effect; nearly all actives have a fitted effect of over 65% in size
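Readout is rescue of growth in alpha-synuclein-expressing yeast, so inhibitors of toxicity appear as activators. Growth after 24 hr at 30 deg C in galactose medium is quantified by luminescence.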
* = called active by the depositor; ? = inconclusive; . = not tested or not shown; [ ] = remark or other dose. Unless noted, the call rests on the fitted dose curve; in most records, active means well fitted curve in the direction sought with a large enough effect; inconclusive means small, poorly fitted or top-dose-only effect, or another doubt; inactive means no such curve, though single readings can be large; an effect the other way counts as inactive or inconclusive. An unsorted share of the library (roughly 4.1% active in at least one column).

SMILES	Abeta rescue	IL2 activator	EPAC1 ag	PLK1 PBD block	FUS yeast rescue	PI5P4K alpha inh	WRN helicase inh	EPAC1 antag	aSyn rescue
CCCCN1C(=O)C(=O)N(c2ccccc2)C1=S	-2%	-0.2	3%	0%	.	17	-3%	1%	0%
CCOc1ccc(CN(C)C(C)C(=O)NCCc2ccc(F)cc2)cc1 (stereo not drawn)	1%	1.3	-6%	0%	5%	-1	1%	18%	2%
COc1cc(O)oc1C=Nc1ccc(C(=O)O)cc1	-40%[inhibitor]	1.6	16%	-12%	26%	-16	?	9%	-22%
Cc1ccc(NC(=O)CN2C(=O)NC(C)(c3ccc4c(c3)OCO4)C2=O)cc1 (stereo not drawn)	-1%	0.2	-5%	6%	-1%	0	-2%	4%	-16%
N#Cc1ccc(NC(=O)Nc2cccc(C#N)c2)cc1	-4%	-1.8	8%	-10%	-25%	4	-1%	-7%	3%
O=C(Nc1ccc2c(c1)Cc1ccccc1-2)c1ccc(Br)o1	-6%	0.0	2%	-10%	17%	-5	-2%	-4%	-10%
CC(C)c1cc(N2CCC(=O)NC2=O)cc(C(=O)O)c1O	-5%	-1.4	12%	-7%	13%	-8	0%	8%	0%
COCc1ccc(C(=O)NC2CC(C)(C)Cc3c2cnn3-c2ccc(C)cc2)o1 (stereo not drawn)	2%	-2.4	8%	-5%	.	6	-6%	-5%	1%
O=C(Nc1ccc(OC(F)(F)F)cc1)C1CC(c2ccc(F)cc2)=NO1 (stereo not drawn)	1%	-0.5	-19%	-4%	-4%	0	-1%	-9%	1%
Cc1ccc(NC2=NCC(=O)N2Cc2ccc3c(c2)OCO3)c(C)c1	17%	8.8	-3%	-22%	-3%	10	4%	5%	3%
CCS(=O)(=O)N1CCC(C(=O)Nc2cccc(F)c2)CC1	-1%	-3.3	2%	-1%	-25%	0	2%	-8%	1%
NC(N)=NS(=O)(=O)c1ccc(N=C2C(=O)Nc3ccccc32)cc1	7%	-1.4	2%	-27%	-29%	-13	-5%	-10%	10%
O=C(NCCN1CCOCC1)c1ccc2c(c1)N(Cc1ccccc1F)C(=O)c1ccccc1S2(=O)=O	-12%	0.3	-3%	-5%	-4%	4	-3%	4%	5%
Cc1cc(OCC(=O)Nc2ccc(CCO)cc2)c2c(C)c(C)c(=O)oc2c1	-6%	-5.9	-6%	0%	20%	-7	3%	-9%	?
COc1ccc(NC(=O)CC23CC4CC(CC(Br)(C4)C2)C3)c(OC)c1	2%	0.1	11%	-1%	9%	7	4%	-15%	0%
CCOc1ccc(C(=O)CCC(=O)NC2=NCCS2)cc1	-17%	1.2	-9%	1%	14%	-11	-11%	1%	-22%
N#Cc1ccc(-c2ccc(F)cc2)nc1SCC(=O)Nc1sc2c(c1C#N)CCC2	14%	-1.8	7%	-4%	30%	-19	-5%[11.6 µM]	0%	-3%
CC(C)(C)c1ccc(C2(C)NC(=O)N(CC(=O)NC3CCS(=O)(=O)C3)C2=O)cc1 (stereo not drawn)	-5%	0.0	1%	-9%	12%	-6	-5%	18%	-1%
CCOCCCNC(=O)C(NC(=O)c1ccc2c(c1)OCO2)c1ccccc1 (stereo not drawn)	-10%	-4.2	8%	-5%	2%	-10	?	-1%	-5%
CN1CCC(=O)N(CCOc2ccccc2)CC1	10%	7.8	-7%	-3%	-8%	1	-10%	-6%	-7%
Cc1ccc(C(=O)NCCOc2ccc(Cl)cc2)cc1	-9%	-0.1	0%	2%	8%	-9	0%	-16%	8%
CN1CCN(C(=S)Nc2ccc(S(N)(=O)=O)cc2)CC1	0%	1.9	2%	27µM*	-28%	6	2%	-8%	5%
COc1ccc(Nc2c3c(c(C#N)c4nc5ccccc5n24)CCC3)cc1	8%	0.5	12%	-7%	15%	-1	-11%	-2%	3%
NS(=O)(=O)c1ccc(CCNC(=O)c2nc(CS(=O)(=O)c3ccc(Cl)cc3)no2)cc1	10%	0.0	4%	-16%	7%	2	2%	-1%	0%
O=C(N/N=C/c1cnc(N2CCOCC2)s1)c1ccccc1	-11%	-3.9	-1%	-9%	-6%	-7	5%	-20%	-1%

(further entries)
SMILES	Abeta rescue	IL2 activator	EPAC1 ag	PLK1 PBD block	FUS yeast rescue	PI5P4K alpha inh	WRN helicase inh	EPAC1 antag	aSyn rescue
COc1cccc(C(=O)C2CCCN(C(=O)c3ccc(C#CC(C)(C)O)cc3)C2)c1 (stereo not drawn)	3%	-3.9	-12%	2%	-2%	0	2%	-8%	2%
COc1ccc(C2SC[C@@H](C(=O)O)N2C(C)=O)cc1 (stereo partly drawn)	-14%	-0.1	-6%	-1%	-15%	1	-10%	1%	-10%
CC1CCC(C(C)C)C(OC(=O)Cn2nnc3c(cnn3-c3ccccc3)c2=O)C1 (stereo not drawn)	1%	-1.5	-6%	?	-11%	1	2%	2%	15%
COc1ccc(NC(=S)NC(=O)/C=C/c2ccc(F)cc2)cc1	-13%	-2.2	3%	5%	-30%	3	3%	14%	-4%
Cc1ccc(Nc2nc(-c3ccncc3)cs2)cc1	18%	0.9	5%	-17%	10%	-3	-21%	1%	1%
COc1ccc(/C=C2/CCCc3ccccc3C2=O)cc1	-44%[inhibitor]	-0.2	17%	-7%	.	10	-1%	-26%	-16%
Cc1ccc(C2C(C#N)=C(N)Oc3cc(C)oc(=O)c32)o1 (stereo not drawn)	-10%	-2.4	-12%	?	10%	0	4%	-20%	3%
O=C(NC(=S)NCc1ccccc1)c1cccc(Cl)c1	23%	-0.9	6%	-5%	1%	1	-11%	-14%	1%
O=C(NCc1ccco1)c1cc(=O)c2ccccc2o1	-4%	1.6	5%	6%	10%	-1	2%	-6%	3%
Cc1csc(Nc2nc(N)c(C(=O)Nc3cc(Cl)ccc3F)o2)n1	0%	-4.9	7%	-9%	-1%	?	0%	-14%	-1%
O=C(Nc1cccc([N+](=O)[O-])c1)c1ccccc1	12%	0.7	-5%	-5%	-11%	3	-12%	-7%	-2%
COc1ccc(C(C[N+](=O)[O-])C2(c3ccc(OC)c(OC)c3)C(=O)c3ccccc3C2=O)cc1 (stereo not drawn)	-40%[inhibitor]	-6.5	-3%	-10%	.	-1	?	-2%	-16%
COc1ccc(O)c(/C=N/NC(=O)CCC(=O)Nc2cccc(C)c2)c1	0%	0.0	8%	1%	9%	-2	-8%	-5%	0%
Cc1[nH]c2ccccc2c1C(=O)C(=O)NCCc1ccc(S(N)(=O)=O)cc1	-11%	0.2	-3%	-7%	.	6	-11%	-17%	-6%
O=C(O)CCc1nn2c3ccccc3n(CC(=O)c3cccs3)c2nc1=O	3%	-1.5	1%	-1%	5%	0	5%	-3%	-5%
COc1ccc(CNC2CCCc3ccccc32)cc1OC (stereo not drawn)	3%	0.9	-13%	?	19%	2	-8%	-25%	3%
NS(=O)(=O)c1ccc(NC(=S)N2CCN(c3ccccc3)CC2)cc1	23%	0.0	-4%	?	.	11	-19%	-15%	2%
O=C(CCc1ccc(O)c(O)c1)N/N=C/c1cc2c(cc1[N+](=O)[O-])OCO2	5%	-1.3	2%	?	42%	?	?	?	2%
O=[N+]([O-])c1cccc(CON=Cc2cc(Cl)ccc2O)c1	-3%	-1.5	-2%	-5%	-27%	2	0%	11%	-2%
C=CCNc1nc(N)c(C(=C(C#N)C#N)c2ccc(Br)cc2)s1	0%	-0.6	-2%	-4%	16%	-14	-15%	2%	2%
CCOc1ccc(CNC(=O)CS(=O)(=O)Cc2nc(-c3ccc(OC)cc3)oc2C)cc1	3%	-0.7	-6%	-3%	-13%	-3	2%	-12%	-6%
COc1ccc(C(=O)c2ccccc2)cc1Br	4%	-0.2	7%	0%	7%	0	-1%	2%	3%
CC(=O)c1ccc(Sc2ccccc2)c([N+](=O)[O-])c1	-28%	-2.5	9%	4%	-8%	3	-4%	0%	1%
O=c1cc(-c2ccc(Cl)cc2)oc(=O)[nH]1	-14%	0.2	2%	-10%	-3%	-3	3%	-3%	-3%
O=C(COC(=O)c1ccccc1)NCc1cccs1	-8%	-1.9	3%	-7%	-18%	-4	2%	-5%	-6%

Full records, looked up by structure. Order of values: Abeta rescue, IL2 activator, EPAC1 ag, PLK1 PBD block, FUS yeast rescue, PI5P4K alpha inh, WRN helicase inh, EPAC1 antag, aSyn rescue
O=C(Nc1ccc2c(c1)Cc1ccccc1-2)c1ccc(Br)o1 as listed: -6%, 0.0, 2%, -10%, 17%, -5, -2%, -4%, -10%
COCc1ccc(C(=O)NC2CC(C)(C)Cc3c2cnn3-c2ccc(C)cc2)o1 (stereo not drawn) as listed: 2%, -2.4, 8%, -5%, ., 6, -6%, -5%, 1%
Cc1ccc(Nc2nc(-c3ccncc3)cs2)cc1 as listed: 18%, 0.9, 5%, -17%, 10%, -3, -21%, 1%, 1%
Cc1ccc(NC2=NCC(=O)N2Cc2ccc3c(c2)OCO3)c(C)c1 as listed: 17%, 8.8, -3%, -22%, -3%, 10, 4%, 5%, 3%

Later entries
SMILES	Abeta rescue	IL2 activator	EPAC1 ag	PLK1 PBD block	FUS yeast rescue	PI5P4K alpha inh	WRN helicase inh	EPAC1 antag	aSyn rescue
CC(C)(C)n1nnnc1C(c1ccccc1)N1CCN(c2ncc(C(F)(F)F)cc2Cl)CC1 (stereo not drawn)	-21%	-1.2	0%	-13%	?	10	-3%	-15%	11%
Cc1ccc(CNS(=O)(=O)c2ccc(F)c(F)c2)n1C	15%	0.7	2%	-1%	23%	-3	-5%	-4%	1%
O=C(COc1ccc(Br)cc1)NCc1ccccn1	?	-0.8	9%	-11%	34%	.	-7%[57.1 µM]	3%	-5%
Cc1cc(C)c(NC(=O)CCCC(=O)O)c(Cl)c1	-1%	-3.1	-2%	-9%	19%	0	15%	2%	-3%
CS(=O)(=O)c1[nH]nc(-c2ccccc2)c1C#N	13%	0.6	3%	-1%	-21%	-7	1%	0%	1%
O=C(Cc1ccccc1F)Nc1cc(Cl)ccc1N1CCCC1	8%	0.0	-8%	-1%	13%	6	3%	-2%	1%
COc1ccc(C(=O)NC23CC4CC(CC(C4)C2)C3)cc1	3%	0.4	4%	-8%	-28%	2	-3%	-15%	5%
Cc1ccccc1NC(=O)C1CCCN1C(=O)NC1CCCCC1 (stereo not drawn)	6%	0.0	0%	0%	14%	.	-5%	-12%	4%
